Abeta rescue – qHTS for compounds that reverse cellular toxicity of Amyloid beta (A-beta) peptide in yeast: Primary Screen; 410,000 tested, 0.063% active; yeast expressing A-beta42, growth rescue, OD600, 48 h; response scale: 0% DMSO, 100% iron-clioquinol control; Potency, µM (top dose mostly 46.1 µM), for inactives: at the top dose growth rescue, hits mostly activators; AID 1347071, 2019; further: potency means the concentration at half of the fitted maximal effect; nearly all actives have a fitted effect of over 55% in size
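Yeast A-beta toxicity model in growth medium with pinned compounds, 48 h at 30 C; growth read as absorbance at 600 nm. Normalized to FeCl3/clioquinol equimolar mix (positive) and DMSO (negative).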
GLP-1R inv ag – qHTS of GLP-1 Receptor Inverse Agonists (Inhibition Mode); HEK293 GLP-1R CRE-luciferase, luminescence, 24 h; GLP-1R form is constitutively active; 410,000 tested, 1.6% active; Potency, µM (top dose mostly 38.3 µM), for inactives: top-dose activity change, negative = inhibition, hits mostly inhibitors; further: potency means the concentration at half of the fitted maximal effect; on the % scale 0 is the no-effect control and ±100 the full control effect; nearly all actives have a fitted effect of over 55% in size
Target sequence (P43220 whole entry, looked up): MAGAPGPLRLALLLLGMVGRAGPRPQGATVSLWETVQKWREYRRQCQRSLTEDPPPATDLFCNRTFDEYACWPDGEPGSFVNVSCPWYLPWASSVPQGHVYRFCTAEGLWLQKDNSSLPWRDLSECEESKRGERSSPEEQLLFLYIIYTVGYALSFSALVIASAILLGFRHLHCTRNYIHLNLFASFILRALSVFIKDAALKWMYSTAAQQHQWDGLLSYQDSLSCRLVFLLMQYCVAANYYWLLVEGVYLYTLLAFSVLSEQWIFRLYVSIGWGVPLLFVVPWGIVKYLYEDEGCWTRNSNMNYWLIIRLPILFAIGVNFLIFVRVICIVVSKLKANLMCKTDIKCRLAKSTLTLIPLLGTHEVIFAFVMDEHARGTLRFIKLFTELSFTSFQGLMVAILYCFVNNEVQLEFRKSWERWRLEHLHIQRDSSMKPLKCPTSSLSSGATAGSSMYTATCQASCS
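Seeding at 200 cells/uL, 12 h culture, 24 hr compound treatment, then luciferase reagent and a luminescence read; cells are HEK293 stably expressing a constitutively active GLP-1R plus cAMP-responsive luciferase.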
TDP-43 yeast inh – qHTS of TDP-43 Inhibitors; TDP-43 expressing yeast growth rescue, BacTiter-Glo, 24 h; Potency, µM (highest dose often 46.1 µM), for the others: at the highest dose growth rescue (activation), actives largely listed as activators; 410,000 tested, 1.8% active; AID 652104, 2013; further: potency means the concentration at half of the fitted maximal effect; % of control where 0% means no effect; nearly all actives have a fitted effect of over 50% in size
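Readout is BacTiter-Glo luminescence of cell growth, so inhibitors register as activators. TDP-43-expressing yeast at OD600=0.02 in galactose medium, after raffinose pregrowth to mid-log, were incubated with compound for 24 hr at 30 deg C.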
aSyn yeast inh – qHTS of alpha-syn Inhibitors; Potency, µM (titrated, usually from 46.1 µM), for inactives: at the top dose growth rescue (activation), hits mostly activators; 370,000 tested, 0.14% active; Yeast expressing alpha-synuclein, growth rescue, BacTiter-Glo, 24 h; further: potency means the concentration at half of the fitted maximal effect; % of control where 0% means no effect; nearly all actives have a fitted effect of over 65% in size
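Readout is rescue of growth in alpha-synuclein-expressing yeast, so inhibitors of toxicity appear as activators. Growth after 24 hr at 30 deg C in galactose medium is quantified by luminescence.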
PTHR1 ag – qHTS for PTHR1 Agonists: Primary Screen. Parathyroid hormone/parathyroid hormone-related peptide receptor (Homo sapiens), Q03431. HEK293 GP2 PTHR1 cells, GloSensor cAMP luminescence, 1 h. Potency, µM (series often up to 115 µM), inactives show at the highest dose activation, usual class: activators. 410,000 tested, 0.075% active; further: potency means the concentration at half of the fitted maximal effect; nearly all actives have a fitted effect of over 55% in size; some results filed as inactive show a strong effect at the top dose; inactives centre near -15; many of its hits are not listed in these tables
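HEK-293-derived GP2 cells expressing PTHR1 and a GloSensor cAMP reporter, 3,000/well, plated overnight, given luciferin plus IBMX (each 0.5 mM as added) for 1 h at 37 °C, then compound for 1 h at 37 °C. Luminescence was read after 15 min at room temperature.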
FUS yeast rescue – qHTS for Suppressors of FUS Proteinopathy: Primary screen using FUS-linked yeast assay. S. cerevisiae FUS-expressing, growth rescue, OD600, 24 h. Potency, µM (top dose mostly 76.6 µM), for inactives: top-dose growth rescue (activation), usual class: activators. 390,000 tested, 0.24% active. AID 1347120, 2019;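 further: potency means the concentration at half of the fitted maximal effect; plate controls were DMSO vehicle for no effect and reference control for full effect; nearly all actives have a fitted effect of over 55% in size; some results filed as inactive show a strong effect at the top dose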
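Read-out: OD at 600 nm after 24hr at 30C, reporting rescue of FUS-induced yeast toxicity. Cells at OD 0.005 in galactose (2%) minimal medium; compounds tested in a dilution series; CP55940 titration from 92uM final as control.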
D3 antag – qHTS of D3 Dopamine Receptor Antagonist: qHTS | D(3) dopamine receptor (Homo sapiens), P35462 | 360,000 tested, 2.5% active | D3R cells, DiscoveRx beta-arrestin luminescence, antagonist mode; active compounds read low | AID 652054, 2013 | max response, negative = inhibition, %; in the data active means max response below about -50%; inconclusive means no clear call, values can overlap the other calls; further: on the % scale 0 is the no-effect control and ±100 the full control effect; mostly tested at two doses, the higher about 12 µM
Target sequence (P35462 whole entry, looked up): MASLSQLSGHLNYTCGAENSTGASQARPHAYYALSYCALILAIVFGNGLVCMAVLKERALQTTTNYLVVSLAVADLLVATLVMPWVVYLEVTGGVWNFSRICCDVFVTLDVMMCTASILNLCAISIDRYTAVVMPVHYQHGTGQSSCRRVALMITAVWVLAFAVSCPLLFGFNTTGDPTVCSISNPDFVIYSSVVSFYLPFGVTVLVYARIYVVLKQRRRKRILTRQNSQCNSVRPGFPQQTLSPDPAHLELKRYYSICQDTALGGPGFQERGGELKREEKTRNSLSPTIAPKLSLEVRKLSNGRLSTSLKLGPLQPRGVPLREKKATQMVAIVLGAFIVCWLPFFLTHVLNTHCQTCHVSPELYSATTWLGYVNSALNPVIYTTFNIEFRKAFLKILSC
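Cells plated overnight at 1500 cells/well, then exposed to library compounds with dopamine controls for 90 minutes at 37 degrees C. DiscoveRx reagent added for 30–60 minutes at room temperature; luminescence read, quantitative HTS format.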
GLP1R ag – qHTS of GLP-1 Receptor Agonists | HEK293 GLP-1R CRE-luciferase, luminescence, 4-6 h; cells express a hypersensitive GLP-1R form | 380,000 tested, 0.007% active | Glucagon-like peptide 1 receptor (Homo sapiens), P43220 | Potency, µM (doses to about 45.6 µM), inactives show top-dose activation, hits mostly activators | AID 624172, 2012; further: potency means the concentration at half of the fitted maximal effect; % of control where 0% means no effect
pAkt inh – HTS Assay for Inhibitors of Akt Phophorylation: Primary Screen; Neuro2A IGF-stimulated pAkt S473 HTRF, 20 min; active compounds read low; activity change, % for hits at 50 µM; 360,000 tested, 0.32% active; AID 651550, 2012; in the data active means activity change below about -80%; inconclusive means mostly about -51% to -80%; further: on the % scale 0 is the no-effect control and ±100 the full control effect
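Neuro2A cells in DMEM with 0.5% FBS, overnight at 37 deg C, given compound at single 50 µM final, then IGF (6 nM final) for 20 min at 37 deg C. Lysed; phospho-Akt Ser473 by HTRF after 24 h, 665/615 ratio.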
The depositor's hits bear a star; i = inactive; ? = inconclusive; / = no result given; & = joins results of further samples; [ ] = remark or other dose. Unless noted, the call rests on the fitted dose curve; in most records, active means well fitted curve in the direction sought with a large enough effect; inconclusive means small, poorly fitted or top-dose-only effect, or another doubt; inactive means no such curve, though single readings can be large; an effect the other way counts as inactive or inconclusive. An excerpt; the hit share may differ from the screen's.

Values in the order: Abeta rescue, GLP-1R inv ag, TDP-43 yeast inh, aSyn yeast inh, PTHR1 ag, FUS yeast rescue, D3 antag, GLP1R ag, pAkt inh
c1ccc(-n2cc(CN3CCCC3)c(-c3ccc4c(c3)OCO4)n2)cc1
 : 3%, ?, -4%, -7%, -4%, 7%, -14, -1%, i
COCCCN1C(=O)c2ccc(C(=O)N3CCN(c4ccccc4OC)CC3)cc2C1=O
 : -5%, -22%, 3%, -4%, -2%, 20%, -24, -1%, i
COc1ccc(CNC(=O)CN(CC2CCCO2)C(=O)CNS(=O)(=O)c2ccccc2)cc1 (configuration not stated)
 : 24%, 8%, 12%, 3%, -20%, -9%, 23, 0%, i
Cc1ccc(S(=O)(=O)N2[C@@H](c3ccc(C(C)(C)C)cc3)C(C(=O)O)=CC[C@H]2c2ccc(Cl)cc2)cc1
 : 3%, ?, -5%, -29%, i, 34%, -11, -3%, i
CSc1nc(Cl)c(Cc2ccc(OC(C)C)cc2)c(N(C)C)n1
 : 17%, ?, ?, 0%, -36%[inhibitor], /, -4, 0%, i
Nc1c(C(=O)N2CCCCCC2)oc2ccccc12
 : -11%, ?, 0%, 3%, -13%, -9%, 1, 18%, /
Cc1ccc2oc(C(=O)Nc3cccc(Cl)c3)cc(=O)c2c1
 : -20%, -3%, 25%, /, i, 1%, /, /, /
O=C(Nc1ccccc1)C1=C(O)CC(c2ccc(Cl)cc2)N2CCN=C12 (configuration not stated)
 : -6%, ?, 9%, 4%, i, 29%, -12, 6%, i
O=C1C2Sc3[nH]c(=O)sc3C(c3cc([N+](=O)[O-])ccc3O)C2C(=O)N1c1ccccc1 (configuration not stated)
 : -1%, -10%, -13%, 9%, i, 33%, 0, 2%, i
CCc1nnc(NC(=O)CCC(=O)Nc2ccc(C)cc2)s1
 : -16%, 7%, -8%, -9%, i, -1%, -2, -8%, /
CCOC(=O)C1CCCN(C(=O)Cn2nc(C)n3c(cc4c(OC)cccc43)c2=O)C1 (configuration not stated)
 : 2%&-13%, -1%&5%, -3%&-3%, 12%, -20%&-41%, 8%&30%, 16, -5%, i
OC(COc1ccc(CN2CCCCO2)cc1)CN1CCCCC1 (configuration not stated)
 : -12%, -13%, 0%, -1%, -2%, 13%, -13, 1%, i
COc1ccc(NC(=O)CN(C)S(=O)(=O)c2ccc3c(c2)CCCN3C(C)=O)cc1Cl
 : -14%, -3%, 20%, /, -17%, 14%, /, /, /
CC(C)(C)Cc1cc(N)on1
 : -12%, 8%, -28%, 7%, -33%, /, -14, 0%, i
COC(=O)C1=C(C)N(C)C(=S)N(C)C1c1cccc(Br)c1 (configuration not stated)
 : -13%, ?, 17%, 1%, i, -7%, 19, 9%, i
Cc1cc(=O)n2nc(N3CCCC3C(=O)NCCCN3CCCCC3)sc2n1 (configuration not stated)
 : 10%, 10%, -6%, 2%, i, 4%, -4, 0%, i
CCc1cccc(C)c1NC(=O)Cn1ccn(-c2cccc(OC)c2)c(=O)c1=O
 : -7%, -4%, 5%, /, -5%, 3%, /, /, /
NC(=O)CN1C(=O)C2C3c4ccccc4C(c4ccccc43)C2C1=O (configuration not stated)
 : 14%, -5%, -9%, -4%, i, -7%, -17, -8%, i
Brc1cccc(-c2nc3ccc(Br)cn3c2Cc2ccsc2)c1
 : -38%[inhibitor], 7%, 12%, -23%, -57%[inhibitor], 8%, 2, 10%, i
Cc1ccc(C(=O)NCCCc2ccccc2)c(C)c1
 : -6%, -22%, -10%, 1%, -23%, 22%, -9, 6%, i
O=C1CC(SC(=Nc2ccccc2)Nc2ccccc2)C(=O)N1c1ccc(Cl)c(Cl)c1 (configuration not stated)
 : -14%, ?, 8%, -8%, i, /, ?, -17%, i
Cc1cccc(C(=O)Nc2sc(-c3ccccc3)cc2C(=O)O)c1
 : -35%[inhibitor], ?, -9%, -13%, -46%[inhibitor], -2%, -2, -5%, i
CCC(C)[C@H](NC(=O)N1CC(=O)Nc2ccccc21)C(=O)N1CCC[C@@H]1C(=O)O (some centres not stated)
 : -10%, -6%, 17%, 8%, -8%, -10%, 15, 6%, i
CN(C[C@@H](CC1CCCCC1)N(C[C@H](Cc1ccccc1)N(CCc1ccccc1)N=O)N=O)N=O
 : 17%, ?, 10%, 0%, -17%, 24%, 6, -3%, i
CCn1c(NC(=S)Nc2ccccc2)nc2ccccc21
 : -3%, 4%, ?, -9%, -3%[57.5 µM], -8%, 34, -13%, i
CN1CCN(C(=O)/C(=C/c2cccs2)NC(=O)c2ccco2)CC1
 : -1%, 8%, -22%, -6%, -4%, -3%, -11, 14%, i
CCCCCCCCN1C(=O)[C@H](CC(=O)NCc2cccc(C(F)(F)F)c2)C[C@@]2(C(=O)OC)CC(C)(C)CC=C12
 : 2%, ?, 21%, 5%, -12%, ?, 48, /, i
COc1ccc(S(=O)(=O)N2CCCCC2)cc1
 : 9%, -7%, 15%, 3%, i, 8%, 1, 17%, i
O=C(NCCCn1ccnc1)c1ccc(-c2cccc(C(F)(F)F)c2)o1
 : -18%, ?, 9%, 0%, -13%, -10%, -1, -4%, i
Cc1cc(N2CCN(c3ccc(F)cc3)CC2)n2ncnc2n1
 : 0%, 19%, 22%, 2%, -14%, -16%, 28, -8%, i

Seven structures from above, sorted by formula weight, rising:
Values in the order: Abeta rescue, GLP-1R inv ag, TDP-43 yeast inh, aSyn yeast inh, PTHR1 ag, FUS yeast rescue, D3 antag, GLP1R ag, pAkt inh
COc1ccc(S(=O)(=O)N2CCCCC2)cc1
 : 9%, -7%, 15%, 3%, i, 8%, 1, 17%, i
CCn1c(NC(=S)Nc2ccccc2)nc2ccccc21
 : -3%, 4%, ?, -9%, -3%[57.5 µM], -8%, 34, -13%, i
NC(=O)CN1C(=O)C2C3c4ccccc4C(c4ccccc43)C2C1=O (configuration not stated)
 : 14%, -5%, -9%, -4%, i, -7%, -17, -8%, i
CCc1cccc(C)c1NC(=O)Cn1ccn(-c2cccc(OC)c2)c(=O)c1=O
 : -7%, -4%, 5%, /, -5%, 3%, /, /, /
CCC(C)[C@H](NC(=O)N1CC(=O)Nc2ccccc21)C(=O)N1CCC[C@@H]1C(=O)O (some centres not stated)
 : -10%, -6%, 17%, 8%, -8%, -10%, 15, 6%, i
Cc1cc(=O)n2nc(N3CCCC3C(=O)NCCCN3CCCCC3)sc2n1 (configuration not stated)
 : 10%, 10%, -6%, 2%, i, 4%, -4, 0%, i
CCCCCCCCN1C(=O)[C@H](CC(=O)NCc2cccc(C(F)(F)F)c2)C[C@@]2(C(=O)OC)CC(C)(C)CC=C12
 : 2%, ?, 21%, 5%, -12%, ?, 48, /, i

The list continues.
Keys: A = Abeta rescue; B = GLP-1R inv ag; C = TDP-43 yeast inh; D = aSyn yeast inh; E = PTHR1 ag; F = FUS yeast rescue; G = D3 antag; H = GLP1R ag; I = pAkt inh
> CCOC(=O)c1ccc(NC(=O)c2ccco2)cc1
  A: -36% | B: 9% | C: 6% | D: -3% | E: -22% | F: -20% | G: -21 | H: 6% | I: i
> COc1ccc(Cl)cc1C(=O)Nc1ccc(N(C)C(C)=O)cc1
  A: -7% | B: -23% | C: -5% | D: -6% | E: -13% | F: / | G: 7 | H: 15% | I: i
> COC(=O)c1ccc2nccnc2c1
  A: -1% | B: 5% | C: -1% | D: -1% | E: -43%[inhibitor] | F: 18% | G: -10 | H: 0% | I: i
> CC(C)(C)c1ccc(SCC(N)=O)cc1
  A: -5%[9.22 µM] | B: 0% | C: 5% | D: 19% | E: -8% | F: -31% | G: 2 | H: 8% | I: i
> COCCNC(=S)NN=C1CCCCCC1
  A: ? | B: ? | C: 11% | D: -2% | E: -2% | F: -41% | G: -10 | H: 11% | I: i
> CCOc1cc(-c2nc(-c3ccc(C)nc3OCC)no2)cc(OCC)c1OCC
  A: 6% | B: 2% | C: 1% | D: -1% | E: -17%[57.5 µM] | F: 20% | G: 15 | H: -8% | I: i
> CCCCCCCCCCCCCCCC(O)C[N+](C)(C)CCO (configuration not stated)
  A: -78%[inhibitor] | B: ? | C: -54%[inhibitor] | D: -73%[inhibitor] | E: i | F: / | G: 16 | H: -2% | I: i
> CCCOc1ccc(C(=O)Nc2ccc(S(=O)(=O)Nc3onc(C)c3C)cc2)cc1
  A: -6% | B: -19% | C: -12% | D: 1% | E: i | F: 4% | G: 11 | H: 4% | I: i
> CCOC(=O)C(=CNc1ccc(C)cc1C)C(=O)OCC
  A: -16% | B: 0% | C: ? | D: -5% | E: -10% | F: 12% | G: 89 | H: -1% | I: i
> Cc1cccc(NC(=O)COc2ccccc2C(=O)NC(C)c2ccccc2)c1 (configuration not stated)
  A: ? | B: ? | C: ? | D: 1% | E: -43%[inhibitor] | F: 29% | G: 17 | H: -23% | I: i
> COc1ccc(Nc2nc(CC(C)=O)ns2)cc1
  A: -3% | B: 12% | C: -5% | D: -2% | E: i | F: 6% | G: 0 | H: 17% | I: i
> CCOC(=O)C1CCN(S(=O)(=O)c2ccc(-c3nc4ccccc4s3)s2)CC1
  A: -5% | B: 0% | C: 9% | D: 2% | E: -16% | F: 4% | G: 0 | H: 2% | I: i
> Cc1ccc(-c2nc3ccccc3[nH]2)cc1NC(=O)COc1ccc(Cl)cc1Cl
  A: -57%[inhibitor] | B: -6% | C: -21% | D: / | E: i | F: -6% | G: / | H: / | I: /
> COCCn1c(Cc2ccccc2)nnc1SCC(=O)NC1CC1
  A: 10% | B: 2% | C: -13% | D: -3% | E: i | F: 6% | G: -13 | H: 7% | I: i
